Compound activity (PubChem)
LDHA block – qHTS assay for inhibitors of human lactate dehydrogenase; AID 1347041, 2019; 0.15% of 480,000 active; purified LDHA, NADH/diaphorase-resazurin fluorescence; active compounds read low; L-lactate dehydrogenase A chain (Homo sapiens), P00338; activity change, % (values are at about 110 or 230 µM); in the data active means activity change below about -30%; inconclusive means mostly about -25% to -30%;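 further: plate controls were DMSO wells for no effect and wells without enzyme for full effect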
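Human LDH5 (2 nM) was incubated with 0.06 mM NADH and 0.2 mM pyruvate for 5 min at room temperature in Tris pH 7.4. Remaining NADH was coupled through diaphorase/resazurin, and resorufin fluorescence was read at 0 and 20 min.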
TrxR1 substrate – qHTS Assay for Substrates of Mammalian Selenoprotein Thioredoxin Reductase 1 (TrxR1): qHTS. Thioredoxin reductase 1, cytoplasmic (Rattus norvegicus), O89049. purified TrxR1 substrate turnover, NADPH consumption readout. Potency, µM (titrated, usually from 114 µM), for inactives: top-dose activity change, negative = substrate turnover. 0.01% of 390,000 active; further: potency means the concentration at half of the fitted maximal effect; on the % scale 0 is the no-effect control and ±100 the full control effect; nearly all actives have a fitted effect of over 50% in size
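Rat TrxR1, dispensed at 90 nM, was prereduced with 400 uM NADPH (final) for 5 min at ~22 deg C, then incubated with compound 15 min before 400 uM selenite. A first-read NADPH fluorescence drop versus no-compound background flagged substrates.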
USP1-UAF1 inh – Inhibitors of USP1/UAF1: Primary Screen; Ubiquitin carboxyl-terminal hydrolase 1 (Homo sapiens), O94782; recombinant USP1/UAF1, Ub-Rhodamine cleavage fluorescence; Potency, µM (highest dose often 57.1 µM), for the others: at the highest dose activity change, negative = inhibition, most hits filed as inhibitors; 0.23% of 390,000 active; further: potency means the concentration at half of the fitted maximal effect; on the % scale 0 is the no-effect control and ±100 the full control effect; nearly all actives have a fitted effect of over 60% in size; inactives centre near -12
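USP1/UAF1 complex (1 nM) preincubated 15 min at room temperature with compound, then Ub-Rho substrate (150 nM final) added. Kinetic fluorescence at 480/540 nm over 6 reads at 60 s intervals; 50 mM HEPES pH 7.8, 0.5 mM EDTA, 0.1 mg/ml BSA, 1 mM TCEP, 0.01% Tween-20.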
Glioma ERSR ind – qHTS for Inducers of the Endoplasmic Reticulum Stress Response (ERSR) in Human Glioma: qHTS; U87-MG GRP78 promoter luciferase reporter, 16 h; Potency, µM, for inactives: at the highest dose activation, usual class: activators; 0.02% of 420,000 active; AID 602332, 2012; further: potency means the concentration at half of the fitted maximal effect; series mostly up to about 76 µM; % of control where 0% means no effect; nearly all actives have a fitted effect of over 35% in size
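ERSR induction read as luciferase luminescence (Bright-Glo, 10 min at room temperature) in stably transfected human U87-MG glioma cells exposed to compounds for 16 h, using GRP78 as sensor.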
RXFP1 agonist – qHTS Assay for Agonists of the Relaxin Receptor RXFP1 | Relaxin receptor 1 (Homo sapiens), Q9HBX9 | HEK293T-RXFP1 cAMP TR-FRET, 30 min; response scale: percent of porcine relaxin response, buffer zero | Potency, µM (top dose mostly 57.5 µM), inactives show at the highest dose activation, hits mostly activators | 0.3% of 370,000 active | AID 2676, 2010; further: potency means the concentration at half of the fitted maximal effect; on the % scale 0 is the no-effect control and ±100 the full control effect; nearly all actives have a fitted effect of over 60% in size; many of its hits are not listed in these tables
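Agonist response is measured as cAMP accumulation in an RXFP1-transfected HEK293T line under PDE4 inhibition. Values are scaled between buffer-only and 29 nM porcine relaxin, and EC50s come from standard Hill equation fits.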
PI4K2A inh – qHTS for small molecular inhibitors of PI4K2A; AID 1346378, 2018; purified PI4K2A, ADP-Glo luminescence, 1 h; active compounds read low; 0.13% of 420,000 active; activity change, negative = inhibition, % at 76.9 µM; Phosphatidylinositol 4-kinase type 2-alpha (Homo sapiens), Q9BTU6; in the data active means activity change below about -50%; inconclusive means mostly about -30% to -49%;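 further: -100% = wells without enzyme as full effect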
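In this quantitative HTS, ADP production by PI4K2A was quantified luminescently after 1 h at ambient temperature; 100 microM adenosine served as plate-quality control.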
Vif-A3G inh – qHTS for Inhibitors of Vif-A3G Interactions: qHTS; DNA dC->dU-editing enzyme APOBEC-3G (Homo sapiens), Q9HC16; HeLa A3G-eYFP + Vif (tagged APOBEC3G with the HIV-1 protein that degrades it), YFP fluorescence, overnight; Potency, µM (highest dose often 46.1 µM), without a hit: top-dose activity, negative = active, usual class: inhibitors; 0.076% of 410,000 active;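 further: potency means the concentration at half of the fitted maximal effect; on the % scale 0 is the no-effect control and ±100 the full control effect; nearly all actives have a fitted effect of over 60% in size; hits raise eYFP signal because A3G escapes Vif-driven loss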
Target sequence (Q9HC16 whole entry, looked up): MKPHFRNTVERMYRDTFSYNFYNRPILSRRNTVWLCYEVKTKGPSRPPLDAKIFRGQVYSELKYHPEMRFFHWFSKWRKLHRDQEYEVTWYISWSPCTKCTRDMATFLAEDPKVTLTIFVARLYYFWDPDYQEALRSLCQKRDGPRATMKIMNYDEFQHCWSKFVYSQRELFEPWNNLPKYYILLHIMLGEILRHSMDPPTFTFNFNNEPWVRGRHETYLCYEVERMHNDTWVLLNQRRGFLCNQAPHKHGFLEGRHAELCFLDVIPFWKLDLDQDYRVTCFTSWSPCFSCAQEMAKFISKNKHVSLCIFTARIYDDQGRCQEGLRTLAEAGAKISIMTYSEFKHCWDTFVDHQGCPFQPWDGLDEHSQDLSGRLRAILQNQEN
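Read-out is eYFP fluorescence (Ex 488/Em 500-530) from Vif-expressing HeLa A3G-eYFP cells; more signal means A3G escaped Vif-mediated degradation. Cells plated overnight, compound pinned in, incubated overnight at 37 deg C.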
Vif-APOBEC3F blk – qHTS for Inhibitors of Vif-A3F Interactions: qHTS | HeLa A3F-eYFP + Vif (tagged APOBEC3F with the HIV-1 protein that degrades it), YFP fluorescence increase | Potency, µM (highest dose often 46.1 µM), for inactives: at the top dose activity, negative = active | 0.2% of 390,000 active; further: potency means the concentration at half of the fitted maximal effect; % of control where 0% means no effect; nearly all actives have a fitted effect of over 65% in size
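HeLa cells stably expressing A3F-eYFP plus Vif, plated and incubated overnight at 37 deg C, then exposed to compounds overnight at 37 deg C. Blocked degradation read as raised yellow fluorescence (Ex 488/Em 500-530).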
mIDH1 inhibitor – qHTS for Inhibitors of mutant isocitrate dehydrogenase 1 (IDH1): qHTS; 0.093% of 390,000 active; Isocitrate dehydrogenase [NADP] cytoplasmic (Homo sapiens), O75874; AID 602179, 2012; Potency, µM (series often up to 76.6 µM), for inactives: top-dose activity change, negative = inhibition, actives largely listed as inhibitors; IDH1-R132H enzyme, NADPH consumption, diaphorase/resazurin fluorescence; further: potency means the concentration at half of the fitted maximal effect; on the % scale 0 is the no-effect control and ±100 the full control effect; nearly all actives have a fitted effect of over 65% in size
Target sequence (O75874 whole entry R132H, stated change not applied): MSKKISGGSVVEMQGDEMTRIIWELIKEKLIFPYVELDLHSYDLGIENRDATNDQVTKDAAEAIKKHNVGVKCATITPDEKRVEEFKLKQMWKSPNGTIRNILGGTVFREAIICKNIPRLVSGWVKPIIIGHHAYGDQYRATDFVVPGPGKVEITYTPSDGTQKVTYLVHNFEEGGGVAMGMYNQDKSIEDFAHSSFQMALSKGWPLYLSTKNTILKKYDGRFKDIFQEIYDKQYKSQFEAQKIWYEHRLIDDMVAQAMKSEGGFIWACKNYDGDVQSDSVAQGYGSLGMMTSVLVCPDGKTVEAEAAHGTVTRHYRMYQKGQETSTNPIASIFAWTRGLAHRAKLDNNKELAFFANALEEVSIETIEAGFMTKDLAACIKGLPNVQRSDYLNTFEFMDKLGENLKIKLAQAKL
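IDH1-R132H (0.5 ug/mL) preincubated 30 min with compound, then NADPH (0.016 mM) and alpha-KG (2 mM) added; 80 min at RT, pH 7.5. Remaining NADPH coupled via diaphorase/resazurin to fluorescence (540/590 nm); concentration-response curves normalized to no-enzyme control.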
* = called active by the depositor; ? = inconclusive; . = not tested or not shown; & = joins results of further samples; [ ] = another dose, or the depositor's remark. Unless noted, the call rests on the fitted dose curve; in most records, active means well fitted curve in the direction sought with a large enough effect; inconclusive means small, poorly fitted or top-dose-only effect, or another doubt; inactive means no such curve, though single readings can be large; an effect the other way counts as inactive or inconclusive.

SMILES | LDHA block | TrxR1 substrate | USP1-UAF1 inh | Glioma ERSR ind | RXFP1 agonist | PI4K2A inh | Vif-A3G inh | Vif-APOBEC3F blk | mIDH1 inhibitor
CCOc1ccc(C(=O)N2CCc3ccccc32)cc1OCC | 2 | -12% | -9% | -1% | -1.0% | -6 | 0% | 2% | -2%
O=C(Nc1cc(Cl)ccc1Cl)N1CCCC1 | 0 | -6% | -20% | -2% | 1.6% | 0 | 0% | 2% | 0%
O=C(COC(=O)c1ccc(Cl)nc1)Nc1ccc2c(c1)CCC2 | -9 | 1% | -9% | 0% | . | -3 | 0% | 6% | -9%
CCCCN1C2=C(C(=O)CC(C)(C)C2)C(c2ccccc2)C2=C1c1ccccc1C2=O (configuration not stated) | 0 | -9% | -29% | -5% | -0.9% | -12 | 0% | 5% | 4%
FC(F)(F)c1cccc(NC(=S)Nc2cccc(NC(=S)Nc3cccc(C(F)(F)F)c3)n2)c1 | -1 | -10% | -17% | 2% | 0.5% | 4 | 1% | ? | -11%
Cc1cccc(N2CCN(CCCNC(=O)c3ccc(NC(=O)C4=CSCCO4)cc3)CC2C)c1 (configuration not stated) | 0 | -5% | -5% | -7% | 1.7% | 4 | 1% | 1% | 4%
CCCCOc1ccc(C2=NC(c3cccs3)=Nc3ccc(CC)cc3N2)cc1 | -7 | -8% | -19% | . | -2.6% | 0 | . | . | .
CCCn1c(N)c(C(=O)CSc2nnc(-c3ccoc3C)n2C)c(=O)n(C)c1=O | -3 | -4% | -16% | -3% | 0.5% | -4 | 1% | 1% | -6%
CCc1cc(CNC(=O)c2ccc(OC3CCN(C(C)=O)CC3)c(OC)c2)on1 | -2 | -1% | -11% | -1% | 1.8% | -4 | 3% | 27% | 0%
Cc1ccc(OCc2nc(-c3ccc(C(=O)N4CCN(c5cccc(C(F)(F)F)c5)CC4)cc3)oc2C)cc1 | -3 | 6% | -20% | -3% | 1.5% | 4 | 1% | 2% | -10%
Cc1ccc(C)c(NC(=O)C(Sc2nnc(-c3cccs3)o2)c2ccccc2)c1 (configuration not stated) | -7 | -10% | -16% | 3% | 0.5% | -1 | -8% | 0% | 2%
COc1ccccc1NS(=O)(=O)c1ccc(C(=O)OCC(=O)NCc2ccco2)cc1 | 1&-1 | 9%[57.1 µM] | 6% | -4% | 0.8% | -24 | -2% | -8% | 15%
Cc1ccc(C)c(S(=O)(=O)c2nnn3c2nc(N2CCCCC2)c2sccc23)c1 | -10 | 15% | ? | -2% | -0.2% | -1 | 2% | -2% | 12%
Cc1ccc(CNC(=O)Cn2c([N+](=O)[O-])cnc2C)cc1 | -2 | 4%[2.29 µM] | 2% | -3% | -1.1% | -2 | 1% | -2% | -1%
CC(=O)c1ccc2noc(-c3ccccc3)c2c1 | 7 | 8% | -19% | 1% | 2.0% | -2 | -7% | 11% | 0%
Cc1ccccc1NC(=O)c1ccccc1N(C)S(=O)(=O)c1ccccc1 | -5 | 9%[11.4 µM] | -6% | -4% | . | 3 | -3% | 7% | 3%
O=C(CSCc1cccc(F)c1)NCc1ccccc1 | -6&-9 | 13%&1%[57.1 µM] | -15%&-26% | -3%&-1% | 0.2%&-2.3% | -2&-13 | -4%&2% | -4%&-9% | 1%&-2%
Cc1ccc(-c2csc3ncnc(Oc4cccc5ccc(C)nc45)c23)cc1 | 2 | 0% | -22% | -3% | 1.2% | 0 | -9% | 3% | 7%
O=C(Nc1cc(S(=O)(=O)N2CCCCCC2)ccc1OCC(F)(F)F)c1ccc(=O)[nH]c1 | -2 | -1% | -21% | -1% | 3.5% | 2 | 0% | -2% | 6%
O=S(=O)(Nc1nc2ccccc2nc1-[n+]1ccccc1)c1ccc(Cl)cc1 | -3 | -6% | -9% | -2% | 3.1% | -15 | 1% | -23% | -3%
Oc1ccccc1CNc1cccc2cccnc12 | 16 | -2%[57.1 µM] | -2% | 7% | 1.0% | -16 | -10% | -10% | 3%
Cc1nc(NC(=O)Nc2ccc(Cl)cc2)sc1C | -6 | 3% | -13% | 4% | 2.4% | 4 | -5% | -21% | 16%
COc1ccccc1Cn1c(CO)nc2ccccc21 | -4 | 4% | -2% | -3% | -0.5% | -2 | 1% | -14% | -5%
Cc1c(C(=O)NCc2ccc3c(c2)OCCO3)sc(=O)n1Cc1ccccc1C#N | -3 | . | . | -3% | . | 16 | -4% | . | .
Cc1ccc(S(=O)(=O)NCC(C)NS(=O)(=O)c2ccc(C)cc2)cc1 (configuration not stated) | -4 | 2% | -19% | -3% | -1.0% | -8 | 1% | . | 4%
Continued:
SMILES | LDHA block | TrxR1 substrate | USP1-UAF1 inh | Glioma ERSR ind | RXFP1 agonist | PI4K2A inh | Vif-A3G inh | Vif-APOBEC3F blk | mIDH1 inhibitor
CCOC(=O)N1CCN(S(=O)(=O)c2cc(Cl)c(OC)cc2Cl)CC1 | -15 | -1% | -15% | -6% | 0.3% | 5 | 0% | . | -3%
Cc1ccc(S(=O)(=O)N2CCC(C(=O)N3CCCC3C(=O)N[C@@H](CC(C)C)C(=O)NCC(N)=O)CC2)cc1 (some centres not stated) | -12 | 2% | 7% | -2% | -0.4% | -4 | 0% | 2% | 9%
COc1ccc(OC)c(NC(=O)C2CCCN2S(=O)(=O)c2ccc3c(c2)CC(C)N3C(C)=O)c1 (configuration not stated) | 3 | . | -16% | -1% | . | -1 | -2% | -6% | -6%
CN(CC(=O)Nc1ccc(F)c(Cl)c1)S(=O)(=O)c1ccc2c(c1)n(C)c(=O)c(=O)n2C | -7 | 2% | -4% | -4% | 9.4% | 6 | 2% | -5% | 8%
Cc1ccc2nc(C)c(C(=O)O)cc2c1 | 4&2 | -3% | -14% | -4% | 0.6% | -3 | 2% | 1% | 3%
CCOc1cc(NC(=O)C2CC2)c(OCC)cc1NC(=O)c1ccccc1OCC | -12 | 41%[activator] | -23% | -4% | -2.0% | 4 | 4% | 0% | -6%
COc1ccccc1OCCNC(=O)c1cc(=O)[nH]c2ccccc12 | -7 | 5% | -6% | -2% | 6.4% | 5 | -9% | 1% | 3%
CCOc1ccc(NC(=O)CC2C(=O)N(c3cccc(C)c3)C(=O)N2Cc2cccnc2)cc1 (configuration not stated) | 0 | -3% | -16% | 0% | 1.6% | -8 | 1% | -2% | 8%
O=c1cc(O)c2sc3nc(-c4cccnc4)cc(C(F)(F)F)c3c2[nH]1 | -2&-2 | -8% | 0% | 1% | 0.2% | -17 | -5% | 3% | -1%
c1cncc(-c2noc(C34CC5CC(CC(C5)C3)C4)n2)c1 | -2 | -16% | 0% | -2% | 0.3% | 3 | 0% | -9% | 9%
Cc1cccc(N(CC(=O)NC2CCCC2)C(=O)c2nsc(Cl)c2Cl)c1C | -8 | 2%[57.1 µM] | -29% | -2% | -3.4% | 0 | 1% | -19% | 4%
CCN1C(=O)CC(N2CCN(c3ccc(Cl)cc3)CC2)C1=O (configuration not stated) | -5 | 2%[57.1 µM] | 4% | -3% | 1.5% | -5 | 0% | 7% | 0%
O=C(c1n[nH]c2ccccc12)N1CCCCC1 | -5 | 8%[57.1 µM] | -3% | -3% | 4.1% | -2 | 2% | -11% | 1%
CCc1ccccc1N(C)C(=O)Cn1cnc2sc(C)c(S(=O)(=O)N3CCN(c4ncccn4)CC3)c2c1=O | -4 | 4% | -27% | 1% | 0.0% | 6 | -8% | -1% | -2%
N#C/C=C/N1CCC(Cc2ccccc2)CC1 | -4 | 5% | -6% | 1% | -0.5% | 4 | -3% | 4% | 8%
Cc1ccc(C)c(NC(=O)CCn2cnnn2)c1 | -3&-6 | -5%&6% | -3%&-12% | 0%&2% | 1.4%&4.7% | 0&-12 | 2%&1% | 1%&2% | -3%&9%
Cc1ccc(C)c(NS(=O)(=O)c2cc(C(=O)NCCC3=CCCCC3)ccc2C)c1 | 4 | -8%[57.1 µM] | -4% | -3% | 0.2% | -6 | 1% | -1% | 17%
COc1ccc2c(=O)cc(CO)oc2c1 | 2 | 4% | -23% | 2% | . | -3 | -4% | -2% | 15%
O=C(COC(=O)c1ccc(O)cc1)c1ccc2c(c1)OCCO2 | -3 | -6% | -11% | -2% | -0.9% | -7 | 1% | 5% | -14%
O=C(NC1CCCC1)c1cc(COc2ccc3ncccc3c2)on1 | -1 | 3% | -22% | -4% | 0.9% | 0 | 2% | 3% | -2%
CCN(CC)C(=O)c1ccc(-c2nnc(Nc3ccc(C(=O)NC)cc3)c3ccccc23)cc1 | -2 | -13% | -14% | -2% | 3.6% | -3 | -5% | 2% | -9%
CC(=O)Oc1c(C(C)C)cc(N(C(C)=O)c2ccccc2)cc1C(C)C | -6 | 6%[57.1 µM] | -19% | -3% | . | 2 | -8% | -12% | 3%

Only part of the results is shown. The share of hits here may be higher or lower than overall.
